Source: PubChem (Johns Hopkins Ion Channel Center)
Kir21 block – inhibitors of mouse Kir2.1 inward-rectifier potassium channel | HEK293-Kir2.1, FluxOR thallium flux fluorescence; stronger effect = lower value | Inward rectifier potassium channel 2 (Mus musculus), P35561 | 310,000 compounds, 0.85% hits | B-score at 10 µM;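 active = fluorescence ratio B-score at or below minus 3 SD of library scores, with starting-brightness B-score within 2 SD, cut at about -4.2 in these data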;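 also: channel flux triggered by added potassium and thallium sulfate stimulus; B-score of peak minus minimum fluorescence over baseline after thallium stimulus; more negative B-score means stronger Kir2.1 block with less thallium influx; some compounds called inactive have numbers as strong as hits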
KCNQ2 inh – KCNQ2 potassium channel inhibitors, primary screen, cell-based, CHO-K1, FluxOR thallium flux, B-score (AID 2156); Potassium voltage-gated channel subfamily KQT member 2 (Rattus norvegicus), O88943; 20 min; stronger effect = lower value; B-score at 10 µM; 310,000 compounds, 1.1% hits;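 active = fluorescence ratio B-score at most minus 3 library SDs, with starting brightness B-score within 2 library SDs, cut at about -5.5 in these data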
Target sequence (O88943 whole entry, looked up): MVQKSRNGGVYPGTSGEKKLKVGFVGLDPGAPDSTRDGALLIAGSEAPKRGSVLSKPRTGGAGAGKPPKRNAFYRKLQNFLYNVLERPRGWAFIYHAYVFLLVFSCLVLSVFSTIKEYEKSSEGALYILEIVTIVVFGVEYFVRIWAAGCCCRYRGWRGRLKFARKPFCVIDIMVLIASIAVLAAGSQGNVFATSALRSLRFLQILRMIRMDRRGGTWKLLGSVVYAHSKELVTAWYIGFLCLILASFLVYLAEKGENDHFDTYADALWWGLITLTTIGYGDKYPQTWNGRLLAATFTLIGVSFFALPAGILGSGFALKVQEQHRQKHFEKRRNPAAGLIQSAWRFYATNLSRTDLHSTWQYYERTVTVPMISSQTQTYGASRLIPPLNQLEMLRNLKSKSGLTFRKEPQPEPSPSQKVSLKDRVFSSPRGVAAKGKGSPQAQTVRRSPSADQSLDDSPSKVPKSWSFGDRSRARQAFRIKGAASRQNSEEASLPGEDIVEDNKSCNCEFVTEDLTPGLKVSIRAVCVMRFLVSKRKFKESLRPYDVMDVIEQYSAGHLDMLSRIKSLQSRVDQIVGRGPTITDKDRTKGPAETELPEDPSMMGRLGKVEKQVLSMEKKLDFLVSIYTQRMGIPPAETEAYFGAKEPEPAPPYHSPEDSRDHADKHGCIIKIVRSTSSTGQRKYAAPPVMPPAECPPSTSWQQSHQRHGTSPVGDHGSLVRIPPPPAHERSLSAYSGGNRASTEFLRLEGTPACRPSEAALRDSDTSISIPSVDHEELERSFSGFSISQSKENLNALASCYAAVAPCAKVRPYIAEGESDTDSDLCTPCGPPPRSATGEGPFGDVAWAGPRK
Numbers without * were called inactive; i = inactive.

KCNQ2 inh,Kir21 block,molecule
i,-0.24,O=[N+]([O-])c1ccc(Sc2ccc(F)cc2)nc1
i,-0.67,COc1ccccc1CNC(=O)C(C)Sc1ccsc1[N+](=O)[O-] (stereo not drawn)
i,-0.63,O=C(O)c1ccc(-c2ccccc2)[nH]c1=O
i,3.2,COc1ccccc1N=c1scc(-c2ccc3c(c2)NC(=O)CO3)n1CC1CCCO1 (stereo not drawn)
i,0.74,Cc1ccc(NC(=O)C(=O)NCCN2CCN(S(=O)(=O)c3ccccc3)CC2)cc1C
i,1.5,CCc1ccc(/C=N/NC(=O)c2nnn(-c3nonc3N)c2C(C)C)cc1
i,-1.1,CCC(=O)Nc1ccc(NC(=O)CN2CCCC(C)C2)c(Cl)c1 (stereo not drawn)
i,-3.5,COC(=O)CSc1nnc(-c2ccoc2C)n1-c1ccc(C)cc1
i,-2.4,COCCn1c(SCc2nc3ccccc3s2)nc2ccccc21
i,-0.17,COc1ccc(CC(NC(C)=O)C(=O)NC2CCN(C(=O)c3ccccc3F)CC2)cc1 (stereo not drawn)
i,-1.3,O=C(CSc1ccc([N+](=O)[O-])cn1)Nc1nccs1
i,0.11,CCOC(=O)c1c(-c2ccccc2)csc1NC(=S)NC(=O)c1ccccc1
i,0.19,COC(=O)C1=C(C)NC(=O)NC1/C=C/c1ccccc1 (stereo not drawn)
i,0.2,Cc1cccc(NC(=O)c2sc(Cl)nc2C)c1C
i,-1.8,O=C(Nc1cccc(F)c1)N1CCN(C/C=C/c2ccccc2)CC1
i,-1.6,COCCCN1CN(Cc2ccccc2)CNC1=S
i,0.22,COCc1nnc(NC(=O)c2ccc(S(=O)(=O)N(C)c3ccccc3)cc2)o1
i,0.94,CN(CCO)C1=CC(=O)CC(C)(C)C1
i,-1.4,CCN1CCN(c2cc(C)c3cc(NC(=S)N4CC(C)CC(C)C4)ccc3n2)CC1 (stereo not drawn)
i,-0.57,O=C(c1ccc(CS(=O)(=O)c2ccc(Br)cc2)o1)N1CCN(c2ncccn2)CC1
i,0.1,Cc1ccc(/C=N\NC(=O)c2ccc(Cn3cc(Br)c([N+](=O)[O-])n3)o2)o1
i,-1.5,CCCCCCCCN1[C@@H](CC(=O)OCC)c2cc(C(F)(F)F)ccc2S1(=O)=O
i,1.6,O=C(CSc1nnc(C2COc3ccccc3O2)o1)N1CCCC1 (stereo not drawn)
i,2.2,C=CCN(CC=C)Cc1c(O)ccc2c1oc(=O)c1ccccc12
i,-0.58,COc1ccc(CNC(=O)CN(Cc2ccc(Cl)cc2)S(C)(=O)=O)cc1

Structures above that have a nitro group on carbon:
KCNQ2 inh,Kir21 block,molecule
i,-0.24,O=[N+]([O-])c1ccc(Sc2ccc(F)cc2)nc1
i,-0.67,COc1ccccc1CNC(=O)C(C)Sc1ccsc1[N+](=O)[O-] (stereo not drawn)
i,-1.3,O=C(CSc1ccc([N+](=O)[O-])cn1)Nc1nccs1
i,0.1,Cc1ccc(/C=N\NC(=O)c2ccc(Cn3cc(Br)c([N+](=O)[O-])n3)o2)o1

(next part)
KCNQ2 inh,Kir21 block,molecule
i,0.01,COc1ccccc1-c1cc(C(F)(F)F)nc(N2CCOCC2)n1
i,-0.35,COCCNC(=S)Nc1cc(OC)c(NC(=O)c2ccco2)cc1OC
i,0.3,O=C(CC1CCCC1)NNC(=O)c1ccc(F)cc1
i,0.8,COc1ccc(-c2nnc3ccc(SCC(=O)N4CCCCC4)nn23)cc1OC
i,-0.25,COc1ccc(NC(=O)C(=O)NNC(=O)C(C)Oc2ccc(Cl)cc2Cl)cc1 (stereo not drawn)
i,-0.34,Cn1c(CNC(=O)c2ccccc2F)nnc1SCc1nc2ccccc2c(=O)[nH]1
i,1.1,Cc1cc(NS(=O)(=O)c2ccc(Br)s2)no1
i,0.66,N/C(=N\OC(=O)Cc1ccc(Cl)cc1)c1ccncc1
i,0.25,O=C(CNS(=O)(=O)c1ccccc1)N/N=C/c1ccc(O)cc1
i,-7.2*,Clc1ccc2c(c1)-c1nnc(Br)n1-c1ccccc1S2
i,0.17,Cc1[nH]nc2c1C1(CCN(C(=O)c3ccccc3)CC1)C(C#N)=C(N)O2
i,1.8,Cc1ccc(-c2cccc(OC(=O)c3ccccc3F)c2)cc1
i,-2.1,CN(CCCNC(=O)c1cccc(N2CCCC2=O)c1)c1ccccc1
i,-2.1,OC(CN1C2=NCCCN2c2ccccc21)c1ccc(Cl)cc1 (stereo not drawn)
i,0.67,COc1ccc(N2CCN(C(=O)C3CCCN(S(=O)(=O)c4ccc(C)cc4)C3)CC2)cc1 (stereo not drawn)
i,1.1,O=C(NC(=S)Nc1cccc2c(O)cccc12)c1ccccc1[N+](=O)[O-]
i,-0.34,CCOC(=O)c1c(NC=O)sc2c1CCC2
i,-2.1,COCCCN1CN=C(Nc2nc3ccccc3o2)NC1
i,0.43,Cc1c(C(=O)N2CCCCCC2)c(S(=O)(=O)Nc2ccccc2F)c(C)n1C
i,-2.7,CCCCCCCC1CC(CSC(=N)N)OC1=O (stereo not drawn)
i,1.3,NC(=O)CC(NC(=O)Cc1ccc(Br)cc1)c1ccc(N2CCC(Br)CC2)c([N+](=O)[O-])c1 (stereo not drawn)
i,-0.35,CSc1nc(-c2ccccc2)nc(C(Cl)Cl)n1
i,-2.3,Cn1c(=O)c2[nH]c(-c3ccccc3)c(O)c2n(C)c1=O
i,-0.57,Cc1cccc(N2CCN(C(=O)Cc3ccc(Br)cc3)CC2)c1C
i,-0.72,CCS(=O)(=O)N1CCC(C(=O)Oc2ccccc2Br)CC1

Profiles, quoted from the list. Order of screens: KCNQ2 inh	Kir21 block
Record of `Cc1[nH]nc2c1C1(CCN(C(=O)c3ccccc3)CC1)C(C#N)=C(N)O2` → i	0.17
Record of `O=C(NC(=S)Nc1cccc2c(O)cccc12)c1ccccc1[N+](=O)[O-]` → i	1.1
Record of `O=C(CC1CCCC1)NNC(=O)c1ccc(F)cc1` → i	0.3
Record of `OC(CN1C2=NCCCN2c2ccccc21)c1ccc(Cl)cc1` (stereo not drawn) → i	-2.1

Records listed above that bear a hit mark in Kir21 block.
KCNQ2 inh,Kir21 block,molecule
i,-7.2*,Clc1ccc2c(c1)-c1nnc(Br)n1-c1ccccc1S2

More records
KCNQ2 inh,Kir21 block,molecule
i,-0.4,CC1CC(C(F)F)n2nc(C(=O)O)cc2N1 (stereo not drawn)
i,-1.4,CCCOc1cccc(NC(=O)c2c(-c3ccccc3)noc2C)c1
i,0.8,COc1cccc(C2=NOC(C(=O)Nc3cc(C)on3)C2)c1OC (stereo not drawn)
i,-0.37,CC(NC(=O)c1cc(S(=O)(=O)N(C)C)ccc1Cl)c1ccc(-n2ccnc2)cc1 (stereo not drawn)
i,-1.5,COc1ccc(Nc2nc(N)nc(CSc3nncn3C)n2)cc1
i,1.2,O=C(Nc1nnc(C2=COCCO2)o1)c1cccc([N+](=O)[O-])c1
i,0.71,Cc1nc2ccc(Br)cn2c1C(=O)N/N=C\c1ccccc1Cl
i,-1.6,COc1cc(C=O)ccc1OCC(=O)Nc1ccccc1N1CCOCC1
i,-0.05,CCNC(=O)Nc1ccc(-n2nc(C)c(C(=O)OCC)c2C)nc1
i,0.31,NC(=O)NC(=O)CN1C(=O)NC2(CCOc3ccccc32)C1=O (stereo not drawn)
i,-1.6,O=C(CSc1ccc(-c2ccccc2)nn1)c1cccs1
i,1.4,CC(C)(C)OC(=O)N1CCN(c2ccc(NC(=O)c3ccco3)cc2)CC1
i,-0.01,CC(=O)c1csc(-c2ccccc2)n1
i,-0.08,O=C(/C=C/c1ccc(F)cc1)NC(=S)Nc1ccccc1
i,-3.9,CCN(C(=O)COC(=O)/C(=C/c1ccccc1)n1nnnc1C)C1CCCCC1
i,1.2,Cc1nn(C)c(Oc2ccccc2)c1CCNC(=O)CCl
i,-1.3,CC1CC(C)CN(S(=O)(=O)c2ccc3c(c2)NC(=O)C(C)C(=O)N3)C1 (stereo not drawn)
i,-1.3,Cc1ccc(C)c(S(=O)(=O)N2CC(=O)Nc3ccccc32)c1
i,-0.17,COc1ccc(N(CC(=O)N2CCCC(C)C2)S(=O)(=O)c2c(C)nn(C)c2C)cc1 (stereo not drawn)
i,0.36,COc1ccc(OC)c(NC(=O)C(=O)N/N=C(\C)CC(=O)Nc2ccc(Cl)cn2)c1
i,1,COc1ccccc1N1CCN(S(=O)(=O)c2ccccc2F)CC1
i,-0.18,CCO[C@H]1OC(C(=O)Nc2ccccc2)=C[C@@H](C)[C@@H]1CCCO
i,-1,CCCn1c(SCc2ccccc2)nc2c1c(=O)[nH]c(=O)n2C
i,0.05,O=C(OC1CCOC1=O)c1cc(-c2cccs2)nc2ccccc12 (stereo not drawn)
i,-0.26,Cc1cc(C(=O)NC2CCCc3c2cnn3-c2cccc(C)c2C)c(C)o1 (stereo not drawn)
i,-0.16,CN(C)C(=O)c1cccn1-c1ncc(C(F)(F)F)cc1Cl
i,1.3,Cc1onc(-c2ccccc2)c1C(=O)NNC(=S)NC(=O)/C=C/c1ccccc1
i,-0.09,OC(COCc1ccccc1)Cn1cnc2ccccc21 (stereo not drawn)
i,-0.24,O=C(Nc1ccccc1C(=O)O)c1cc(S(=O)(=O)N2CCOCC2)c(Br)s1
i,0.07,Cc1nc(CNC(=O)c2ccccc2OC2CCN(S(C)(=O)=O)CC2)cs1
i,0.09,C/C(CC(=O)Nc1ccc2c(c1)OCCO2)=N\NC(=O)COc1ccc(Cl)c(C)c1
i,-0.01,N=C(N)SCc1nc2ccccc2c(=O)n1-c1ccccc1
i,-0.07,Cc1cccc(COc2ccccc2/C=N/Nc2ccc([N+](=O)[O-])cc2)c1
i,-0.04,O=C(Nc1ccccc1Cl)ON=C1c2ccccc2-c2ccccc21
i,-2,Cc1nnc(-c2cnn(-c3ccccc3)c2N)n1Cc1ccccc1
i,-0.25,CCCCCCCC(=O)NNC(=O)c1c(O)c2ccccc2n(CCC)c1=O
i,-1.6,NC(=O)NCc1ccc(F)cc1
-5.9*,-2.3,Cc1sc2nc(CSc3ccccc3)nc(N3CCOCC3)c2c1C
i,-0.71,O=c1c2ccccc2ncn1-c1ccc([N+](=O)[O-])cc1Cl
i,0.53,CCCCNC(=O)/C(C#N)=C/c1cccnc1
i,-0.06,CC(C)(C)NC(=O)[C@H]1CC[C@H]2[C@@H]3CC[C@H]4NC(=O)C=C[C@]4(C)[C@H]3CC[C@]12C
i,0.54,O=C(NCc1ccc2c(c1)OCO2)c1cc(=O)[nH]c2ccccc12
i,-0.27,CCN(CC)CCCNC(=O)c1cc(-c2ccc(Cl)cc2)on1
i,1.1,COc1ccc(-c2nn(-c3ccccc3)cc2/C=C(/C#N)C(N)=O)cc1[N+](=O)[O-]
i,2.6,CN[C@H]1CCc2cc(OC)c(OC)c(OC)c2-c2ccc(N(C)CC(OC)OC)c(=O)cc21
i,1.5,Cc1ccc(N2Cc3ccccc3C2=S)cc1
i,-0.93,CCOC(=O)CC1C(=O)NCCN1C(=O)COc1ccc(Br)cc1C (stereo not drawn)
i,-0.02,Cn1c(N)c(C(=O)COC(=O)C2=NNC(=O)CC2)c(=O)n(C)c1=O
i,-1.4,Cn1c(Cc2cccs2)nnc1SCC(=O)N1CCc2ccccc21
i,-0.92,CCNc1nc(NCC)nc(OCC(=O)O)n1

Sorted by SMILES length (ascending): part of the list above.
KCNQ2 inh,Kir21 block,molecule
i,1.5,Cc1ccc(N2Cc3ccccc3C2=S)cc1
i,-2,Cc1nnc(-c2cnn(-c3ccccc3)c2N)n1Cc1ccccc1
i,2.6,CN[C@H]1CCc2cc(OC)c(OC)c(OC)c2-c2ccc(N(C)CC(OC)OC)c(=O)cc21

The results go on.
KCNQ2 inh,Kir21 block,molecule
i,0.8,COc1ccc(C2CC(c3ccccc3Cl)Nc3ncnn32)cc1OC (stereo not drawn)
i,0.53,Cc1sc2nc(CSc3cccc(C(F)(F)F)c3)[nH]c(=O)c2c1C
i,0.34,CCOc1cc(C(=O)N2CCC3(CC2)NCCc2[nH]cnc23)cc(OCC)c1OCC
i,0.16,O=C(CCn1ccnc1)Nc1cc(Cl)ccc1O
i,0.82,CC(C)c1ccc2c(c1)[C@H]1OCC[C@H]1[C@@H](c1cccs1)N2
i,-0.15,CCC(C(=O)Nc1ncc(C)s1)c1ccccc1 (stereo not drawn)
i,0.02,CS(=O)(=O)c1ccc(C(=O)Nc2ccc(N3CCCC3)cc2)c(Cl)c1
i,-0.72,COCCCNC(=O)CC(NCCCOC)C(=O)O (stereo not drawn)
i,-0.62,CC(=O)Nc1sc2c(c1C(c1ccc(Cl)cc1)N1CCOCC1)CCCC2 (stereo not drawn)
i,0.03,Cc1c(O)ccc(C(=O)CN2CCN(c3ccc(F)cc3)CC2)c1O
i,-0.63,CCc1nnc(NC(=O)CCN2C(=O)/C(=C/c3cc(OC)c(OC)c(OC)c3)SC2=S)s1
i,-1.7,O=C(CN1C(=O)CSc2ccc(S(=O)(=O)N3CCCCC3)cc21)NCc1ccccc1Cl
i,-0.36,S=c1[nH]nc(-c2ccccn2)n1/N=C/c1cccs1
i,1.1,CCC1CCCCN1CCCNC(=O)CN1C(=O)CSc2ccc(S(=O)(=O)N3CCC(C)CC3)cc21 (stereo not drawn)
i,-0.3,Cc1cccc(C(=O)O/N=C(\N)c2ccccn2)c1
i,0.05,CN(C)c1ccc(/C=N/N2CCN(c3ccccn3)CC2)cc1
i,1.8,CN(C)c1nc(SCc2ccc(Cl)cc2)nc2c1CCCC2
i,0.07,CC(=O)O/N=C/c1c(NCc2ccccc2)nc2c(C)cccn2c1=O
i,-3.1,C=CCN1CCN(C(=O)c2oc3ccccc3c2C)CC1
i,-0.27,O=C(O)c1ccc2c(c1)C(=O)N(CCc1c[nH]c3ccccc13)C2=O
i,-0.17,CC1CCN(c2c(NCC3CCC(C(=O)N4CCCCC4)CC3)c(=O)c2=O)CC1 (stereo not drawn)
i,0.42,Cn1c(=O)c2cc3ccccc3nc2n(C)c1=O
i,-0.1,O=C(Nc1cccc(S(=O)(=O)C(F)F)c1)c1ccc(Cl)c(S(=O)(=O)N2CCOCC2)c1
